Compound activity: PubChem BioAssay, National Center for Advancing Translational Sciences (NCATS)
AMA1-RON2 inh: qHTS for Inhibitors of AMA1-RON; Towards Development of Antimalarial Drug Lead: Primary Screen; AlphaScreen AMA1-biotinylated RON2 peptide binding; Potency, µM (titrated, usually from 58.2 µM), inactives show top-dose activity change, negative = inhibition, usual class: inhibitors; hit rate 0.2% among 360,000; Plasmodium falciparum AMA1 (3D7) - RON2 peptide interaction;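 further: potency means the concentration at half of the fitted maximal effect; 0% = vehicle wells and -100% = peptide control; nearly all actives have a fitted effect of over 45% in size; some results filed as inactive show a strong effect at the top dose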
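AMA1 (3D7) with his tag at 25 nM final met compounds first, then biotinylated RON2 peptide at 25 nM; detection used donor plus acceptor beads, 10 µg/mL apiece, read by AlphaScreen after 30 min at room temperature.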
LmPK inh: qHTS Assay for Inhibitors of Leishmania Mexicana Pyruvate Kinase (LmPK) | purified LmPK, Kinase-Glo ATP luminescence, 1 h | AID 1721, 2009 | Q27686 | Potency, µM (highest dose often 57.5 µM), inactives show top-dose activity change, negative = inhibition, actives largely listed as inhibitors | hit rate 0.37% among 290,000; further: potency means the concentration at half of the fitted maximal effect
Target sequence (Q27686 whole entry, looked up): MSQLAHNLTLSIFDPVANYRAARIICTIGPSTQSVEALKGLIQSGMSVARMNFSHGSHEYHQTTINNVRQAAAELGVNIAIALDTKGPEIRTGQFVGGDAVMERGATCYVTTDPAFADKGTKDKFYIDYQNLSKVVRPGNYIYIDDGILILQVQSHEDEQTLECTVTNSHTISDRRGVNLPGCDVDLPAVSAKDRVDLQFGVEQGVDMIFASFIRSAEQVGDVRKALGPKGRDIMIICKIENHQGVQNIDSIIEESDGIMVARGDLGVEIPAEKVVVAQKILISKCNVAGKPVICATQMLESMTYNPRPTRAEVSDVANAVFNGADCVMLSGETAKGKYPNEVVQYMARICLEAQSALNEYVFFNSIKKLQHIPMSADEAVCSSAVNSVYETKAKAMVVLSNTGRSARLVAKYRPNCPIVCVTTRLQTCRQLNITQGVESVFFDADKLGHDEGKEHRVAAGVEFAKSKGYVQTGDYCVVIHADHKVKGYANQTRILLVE
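In 50 mM imidazole pH 7.2 with 7 mM MgCl2, LmPK (0.1 nM) turned over PEP (0.5 mM) and ADP (0.1 mM) for 1 h at room temperature. Luciferase read-out of ATP.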
HCMV inh: qHTS Assay for inhibitors of the human cytomegalovirus (HCMV); activity change, negative = inhibition, % at 57.5 µM; HFF cells, HCMV-luciferase reporter, 72 h; hits give low values; hit rate 4.5% among 410,000; AID 1259415, 2018; in the data active means activity change below about -60%; inconclusive means no clear call, values can overlap the other calls; inactive means above about -39%
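Cell-based, HFFs, 1000 cells/well, 16 h 37C; cpds in DMSO + HCMV-luc, MOI 1 PFU/cell; 72 h 37C; OneGlo luminescence after 5 min RT; norm. to buffer vs Salinomycin 10uM.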
AmpC inh no detg: qHTS Inhibitors of AmpC Beta-Lactamase (assay without detergent) | P00811 | AmpC nitrocefin hydrolysis, absorbance 480 nm, 0.0001% Triton | Potency, µM (top dose mostly 57.1 µM), without a hit: at the top dose activity change, negative = inhibition, hits mostly inhibitors | hit rate 0.52% among 330,000;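 further: potency means the concentration at half of the fitted maximal effect; plate controls were no compound for no effect and no enzyme for full effect; nearly all actives have a fitted effect of over 20% in size; some results filed as inactive show a strong effect at the top dose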
Target sequence (P00811 whole entry, looked up): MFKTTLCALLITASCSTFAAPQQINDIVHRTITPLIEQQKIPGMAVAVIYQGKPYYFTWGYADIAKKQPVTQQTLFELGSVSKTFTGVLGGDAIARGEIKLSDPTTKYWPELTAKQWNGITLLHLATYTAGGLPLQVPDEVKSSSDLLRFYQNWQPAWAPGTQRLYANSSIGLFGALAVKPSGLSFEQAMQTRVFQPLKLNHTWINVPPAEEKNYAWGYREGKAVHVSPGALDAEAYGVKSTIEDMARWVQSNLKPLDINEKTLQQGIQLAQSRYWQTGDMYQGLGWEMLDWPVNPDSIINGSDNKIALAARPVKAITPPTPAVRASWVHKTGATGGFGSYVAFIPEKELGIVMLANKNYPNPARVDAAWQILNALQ
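20 mM phosphate pH 7.0 + 0.01% (detergent screen) or 0.0001% Triton X-100; 5.3 nM AmpC reagent; cpd preinc 15 min RT; nitrocefin (800 uM stock) to start; A480 q20 s × 4 min; Activity was normalised to no-enzyme and no-compound control wells.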
TbPYK inhibitor: qHTS of Trypanosoma Brucei Inhibitors. TbPYK enzyme, Kinase-Glo Plus ATP luminescence, 45 min. pyruvate kinase (Trypanosoma brucei), Q57TT1. AID 624173, 2012. Potency, µM (top dose mostly 76.8 µM), without a hit: at the top dose activity, negative = inhibition, most hits filed as inhibitors. hit rate 0.12% among 410,000; further: potency means the concentration at half of the fitted maximal effect; nearly all actives have a fitted effect of over 50% in size
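Enzyme and substrate buffer are dispensed first and compound is pin-transferred. ADP at 130 uM final then starts the reaction, which runs 45 min at room temperature. Detection reagent is added for 10 min before luminescence is imaged.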
Sm TGR block: qHTS Assay for the Inhibitors of Schistosoma Mansoni Peroxiredoxins; Schistosoma mansoni thioredoxin glutathione reductase (TGR), Q962Y6; purified TGR, DTNB reduction, TNB absorbance 405 nm; Potency, µM (series often up to 114 µM), for inactives: at the top dose activity change, negative = inhibition, actives largely listed as inhibitors; hit rate 3% among 360,000; AID 485364, 2010; further: potency means the concentration at half of the fitted maximal effect; nearly all actives have a fitted effect of over 60% in size
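First, TGR (20 nM dispensed) and NADPH were mixed with compound. Second, a 15 min room-temperature incubation followed. Third, further NADPH and then DTNB were added to start the reaction. Finally, TNB absorbance was monitored kinetically.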
AmpC inh detg: qHTS Inhibitors of AmpC Beta-Lactamase (assay with detergent); P00811; AmpC hydrolysis of nitrocefin, absorbance 480 nm, 0.01% Triton; Potency, µM (series often up to 114 µM), without a hit: top-dose activity change, negative = inhibition, hits mostly inhibitors; hit rate 0.041% among 370,000;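 further: potency means the concentration at half of the fitted maximal effect; 0% = no-compound wells and -100% = no-enzyme wells; nearly all actives have a fitted effect of over 25% in size; some results filed as inactive show a strong effect at the top dose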
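AmpC (5.3 nM in the dispensed reagent) in 20 mM phosphate pH 7.0 with 0.01% (detergent screen) or 0.0001% Triton X-100 was preincubated with compounds for 15 min at room temperature. Nitrocefin was then added from an 800 uM solution, and hydrolysis was followed at 480 nm.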
The depositor's hits bear a star; ? = inconclusive; / = no result given; & = joins results of further samples; [ ] = another dose, or the depositor's remark. Unless noted, the call rests on the fitted dose curve; in most records, active means well fitted curve in the direction sought with a large enough effect; inconclusive means small, poorly fitted or top-dose-only effect, or another doubt; inactive means no such curve, though single readings can be large; an effect the other way counts as inactive or inconclusive. Unless noted, on the % scale 0 is the no-effect control and ±100 the full control effect. This is a random part of the collection; overall some 7.4% were active at least once.

SMILES	AMA1-RON2 inh	LmPK inh	HCMV inh	AmpC inh no detg	TbPYK inhibitor	Sm TGR block	AmpC inh detg
COc1ccc(CC(=O)N2N=C(c3ccncc3)CC2(O)C(F)(F)F)cc1 (stereo not drawn)	51%[activator]	9%	?	-2%	-2%	5%	1%
CC(C)Cn1c2c(c(O)c(C(=O)Nc3nc4ccccc4s3)c1=O)CCCC2	5%	-8%	10	-14%	-3%	6%	0%
COc1ccc(N2CCN(C(=O)c3ccc(CS(=O)(=O)c4ccc(OC)cc4)o3)CC2)cc1	?	12%	36	66%[activator]	-2%	21%	-17%
CCOc1ccc2nc(C(=O)N3CCCC(C)C3)sc2c1 (stereo not drawn)	-4%[11.6 µM]	-12%	31	20%	-3%	-3%	-4%
COCCNC(=O)/C(C#N)=C\c1ccc(CNS(=O)(=O)c2ccc(C)cc2)o1	-3%	0%	-34	8%	7%	/	-2%
CCCCOP(=O)(OCCCC)/C(C#N)=C(/C)O	-1%	6%	5	-10%	-2%	-3%	-1%
Cc1c(C(=O)Nc2ccc3c(c2)CCC3)cccc1[N+](=O)[O-]	9%	1%	2	-28%	1%	8%	?
CCOc1ccc(CNC(=O)c2cnc3c(C)cccn3c2=O)cc1	/	/	-1	/	1%	4%	7%
O=C(Nc1ccccc1C(F)(F)F)c1cc(-c2cccc(O)c2)on1	25%	0%	23	1%	-11%	3%	3%
CC1CCN(c2ccc(-c3nc(-c4ccccc4)no3)cc2[N+](=O)[O-])CC1	/	/	-17	/	-3%	-12%	2%
Cc1c(NC(=O)Nc2ccccc2C(F)(F)F)c(=O)n(-c2ccccc2)n1C	-9%	1%	-7&0	-4%	1%&-1%	-16%&1%	0%&18%
COc1ccc(-c2nc(-c3ccc4c(c3)OCO4)[nH]c2-c2ccc(OC)cc2)cc1	-29%	2%	-102*	-38%	4%	-1%	-12%
Cc1cc(C)c(NS(=O)(=O)c2ccc3c(c2)NC(=O)CCS3)c(C)c1	16%	5%	7&4	-17%	-3%&3%	1%&5%	-2%&4%
CCc1nn(C(CC)C(=O)NCc2cccc(OC)c2OC)c(=O)c2cc3occc3n12 (stereo not drawn)	-3%	0%	?	18%	-6%	-10%	-10%
Cc1ccccc1OCCC(=O)Nc1ccc(Cl)cc1F	-6%	4%	?	-16%	-2%	-10%	0%
COc1ccc(Nc2cnn(-c3nc4ccccc4s3)c(=O)c2Cl)cc1	-6%	?	27	-12%	7%	1.3µM*	-14%
Cc1cc(C(F)F)n2ncc(C(=O)NCCc3ccc(Cl)cc3)c2n1	16%	4%	-30	43%	-3%	0%	?
N#Cc1c(-c2ccccc2)nc(SCC(=O)NC2CCCCC2)[nH]c1=O	-2%	-1%	22	-26%	2%	9%	2%
CN(C(=O)C1CCCO1)c1nnc(-c2ccncc2)s1 (stereo not drawn)	16%	2%	-18	-10%	-6%	-16%	-1%
COc1ccccc1CNC(=O)C(c1ccccc1)c1ccccc1	6%	-1%	9	-45%	-3%	0%	?
Cc1c(Nc2cc(Cl)c3nonc3c2[N+](=O)[O-])c(=O)n(-c2ccccc2)n1C	1%	0%	89	-27%	?	-18%	5%
O=C(CN1C(=O)c2ccccc2C1=O)NCCOc1ccccc1	-3%	0%	103	-9%	-2%	11%	-4%
CCCOc1ccc(NC(=O)C2OC3OC(C)(C)OC3C3OC(C)(C)OC23)cc1 (stereo not drawn)	/	-1%	/	-6%	/	7%	-13%
Cc1ccc(C(=O)Oc2cc(-c3ccc4c(c3)OCO4)cc(=O)c3c(C)oc(C)c23)cc1	/	/	28	/	-2%	?	9%
Cc1ccc(NC(=O)CSc2nnc(-c3cccs3)n2Cc2ccco2)cc1	-3%	-1%	22	-9%	-14%	4%	-12%

Part of the list above in order of heavy-atom count, rising.
SMILES	AMA1-RON2 inh	LmPK inh	HCMV inh	AmpC inh no detg	TbPYK inhibitor	Sm TGR block	AmpC inh detg
CCCCOP(=O)(OCCCC)/C(C#N)=C(/C)O	-1%	6%	5	-10%	-2%	-3%	-1%
CN(C(=O)C1CCCO1)c1nnc(-c2ccncc2)s1 (stereo not drawn)	16%	2%	-18	-10%	-6%	-16%	-1%
Cc1c(C(=O)Nc2ccc3c(c2)CCC3)cccc1[N+](=O)[O-]	9%	1%	2	-28%	1%	8%	?
Cc1cc(C)c(NS(=O)(=O)c2ccc3c(c2)NC(=O)CCS3)c(C)c1	16%	5%	7&4	-17%	-3%&3%	1%&5%	-2%&4%
Cc1c(Nc2cc(Cl)c3nonc3c2[N+](=O)[O-])c(=O)n(-c2ccccc2)n1C	1%	0%	89	-27%	?	-18%	5%

Filtered by structure, the entries above with a nitro group on carbon.
SMILES	AMA1-RON2 inh	LmPK inh	HCMV inh	AmpC inh no detg	TbPYK inhibitor	Sm TGR block	AmpC inh detg
Cc1c(C(=O)Nc2ccc3c(c2)CCC3)cccc1[N+](=O)[O-]	9%	1%	2	-28%	1%	8%	?
CC1CCN(c2ccc(-c3nc(-c4ccccc4)no3)cc2[N+](=O)[O-])CC1	/	/	-17	/	-3%	-12%	2%
Cc1c(Nc2cc(Cl)c3nonc3c2[N+](=O)[O-])c(=O)n(-c2ccccc2)n1C	1%	0%	89	-27%	?	-18%	5%

Going on with the list.
SMILES	AMA1-RON2 inh	LmPK inh	HCMV inh	AmpC inh no detg	TbPYK inhibitor	Sm TGR block	AmpC inh detg
CCC1CN(C(=O)N2CCC(C(=O)N(C)Cc3ccccc3)CC2)c2ccccc2O1 (stereo not drawn)	/	/	17	/	-2%	2%	1%
CN(CC(=O)Nc1ccccc1C(F)(F)F)C(=O)CN1C(=O)C2CCCCC2C1=O (stereo not drawn)	-4%	/	19	0%	2%	-1%	-8%
Cc1cccc(C2c3[nH]c4ccccc4c3CCN2C(=O)c2cn(C)c3ccccc3c2=O)n1 (stereo not drawn)	-7%	-4%	41	113%[activator]	3%	-6%[57.1 µM]	?
N#Cc1cc2c(nc1SCc1ccccc1)CCCC2=O	3%	0%	11	-27%	7%	-3%	-13%
Cc1nc(-c2ccc(Cl)cc2)sc1C1(C)CC(c2cccc(Cl)c2)=NO1 (stereo not drawn)	-8%	3%	-19	-12%	-10%	0%	3%
CC1(OC(=O)CCc2ccccc2)C(=O)C=C2C=C(c3ccc(C#N)cc3)N(Cc3ccco3)C=C2C1=O (stereo not drawn)	-16%	-3%[11.5 µM]	40	221%[activator]	1%	35µM*	-1%
CCOc1ccccc1OCCC(=O)OCC(=O)c1ccc[nH]1	-2%	-6%	-31	3%	-1%	1%	0%
CCOc1ccc(OCC)c(NC(=O)CCCN2C(=S)NC(C)(C)CC2C)c1 (stereo not drawn)	-13%	0%	-16	46%	-7%	-12%	-6%
O=C1N/C(=C/c2cccn2-c2ccc(F)cc2)C(=O)N1Cc1ccccc1	-1%	2%	10	?	-1%	-15%	-4%
COc1ccc(OC)c(/C=N/NC2=NS(=O)(=O)c3ccccc32)c1	37%[activator]	0%	1	-27%	-13%	-10%	-2%
O=C(c1ccco1)N1C(=O)c2cccc3cccc1c23	8%	2%	110	-19%	-6%	-17%	0%
COc1cc2ccccc2cc1C(=O)N1CCN(c2nc3c(C)cc(C)cc3s2)CC1	/	/	7	/	4%	16%	1%
COc1cc(OC)cc(C(=O)NNC(=O)c2ccc(S(=O)(=O)N(C)c3ccccc3OC)cc2)c1	65%[activator]	9%	3	-31%	2%	10%	7%
COc1ccc(NC(=S)NC(=O)c2ccc3c(c2)OCCO3)cc1	-12%[11.6 µM]	/	-22	-18%	0%	/	/
CN(C)c1nc(-c2ccccc2)ns1	8%	3%	-29	-10%	1%	3%	3%
COc1cccc(CC2(CO)CCCN(Cc3ccc(C)s3)C2)c1 (stereo not drawn)	-24%	-4%	-20	19%	4%	11%	5%
CC1(C)Cc2nc3oc4c(=O)n(CC(=O)Nc5ccc(Cl)cc5)cnc4c3cc2CO1	2%	-1%	-15	1%	0%	-11%	2%
O=C(CNC(=O)C1(c2ccccc2)CC1)Nc1ccc(F)c(F)c1	-1%	/	-30	-22%	4%	-3%	-8%
COc1ccc(CNC(=O)Nc2cccc(C)c2)cc1	-14%	-1%	68	-14%	13%	2%	?
Cc1ccc(S(=O)(=O)N2[C@@H](c3cccc(Cl)c3)C(C(=O)OC(C)(C)C)=CC[C@H]2c2cccc(Cl)c2)cc1	7%	/	5	/	3%	/	/
CCOC(=O)N=S(N)(=O)c1ccc(Cl)cc1 (stereo not drawn)	-11%	5%	-14	-16%	?	10%	6%
NC(=O)COC(=O)c1ccc(S(=O)(=O)N2CCCCCC2)cc1	1%	0%	-12	16%	7%	8%	0%
COc1cc(OC)cc(-c2c(C#Cc3ccsc3)c3cc(-c4ccc(OC)cc4F)ccc3n2C)c1	20%	/	7	-25%	2%	/	/
Cc1cc(S(=O)(=O)Nc2ccc(C(=O)NCCCN3CCOCC3)cc2)ccc1F	-2%	/	62	-12%	2%	1%	-2%
CCOc1ncccc1C(=O)OCc1ccc(C#N)cc1	11%	-11%	11	-17%	4%	-2%	?
CCCc1cc(=O)oc2cc(OCc3cccc(OC)c3)c(Cl)cc12	-16%	1%	-31	-11%	-7%	-2%	6%
O=C(COc1ccc(S(=O)(=O)NC2CCCC2)cc1)NCC1CCCO1 (stereo not drawn)	0%	2%	-19	-10%	-3%	/	3%
Cc1ccc(C(=O)NC(=S)NCc2ccccc2)cc1	9%	-5%	26	-36%	7%	6.3µM*	-9%
CCOc1ccccc1C1C(C(=O)Nc2ccccc2OC)=C(C)Nc2nc(CCCO)nn21 (stereo not drawn)	9%	12%	21	23%	0%	0%	-15%
